Screening data from PubChem.
IL1B secr inh – qHTS for Inhibitors of Inflammasome Signaling: IL-1-beta AlphaLISA Primary Screen. AID 743279, 2014. activity change, % at 57.5 µM. 360,000 compounds, 4.7% hits. THP-1 LPS/ATP IL-1B secretion, AlphaLISA, 16 h; active compounds read low; in the data active = activity change below about -50%; inconclusive = mostly about -30% to -49%; also: % is scaled to controls: 0 for no effect and ±100 for the full control effect
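Secreted IL-1B measured by AlphaLISA bead assay after 16 h compound exposure of THP-1 cells; compounds (final up to 57.5 uM) added 1 h before LPS (250 ng/mL) and ATP (1.25 mM) stimulation; lower signal means less secretion.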
SW480 rerep – A quantitative high throughput screen for small molecules that induce DNA re-replication in SW480 colon adenocarcinoma cells; SW480 DNA re-replication, Hoechst DNA content imaging, 48 h; Potency, µM (titrated, usually from 46.1 µM), for inactives: top-dose re-replication activation, usual class: activators; 340,000 compounds, 1.8% hits; AID 624297, 2012; also: potency is read from the fitted curve at half-maximal effect; % of control where 0% means no effect; nearly all actives have a fitted effect of over 55% in size
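Per well, 250 cells were exposed to pinned compound for 48 hr. Nuclear DNA was visualised with Hoechst (40 min, 37 C) and total object intensity recorded by fluorescence scanning.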
GLP1R ag – qHTS of GLP-1 Receptor Agonists. HEK293 GLP-1R CRE-luciferase, luminescence, 4-6 h; cells express a hypersensitive GLP-1R form. AID 624172, 2012. 380,000 compounds, 0.007% hits. Potency, µM (series often up to 45.6 µM), inactives show top-dose activation, usual class: activators. Glucagon-like peptide 1 receptor (Homo sapiens), P43220; also: potency is read from the fitted curve at half-maximal effect; % of control where 0% means no effect
Target sequence (P43220 whole entry, looked up): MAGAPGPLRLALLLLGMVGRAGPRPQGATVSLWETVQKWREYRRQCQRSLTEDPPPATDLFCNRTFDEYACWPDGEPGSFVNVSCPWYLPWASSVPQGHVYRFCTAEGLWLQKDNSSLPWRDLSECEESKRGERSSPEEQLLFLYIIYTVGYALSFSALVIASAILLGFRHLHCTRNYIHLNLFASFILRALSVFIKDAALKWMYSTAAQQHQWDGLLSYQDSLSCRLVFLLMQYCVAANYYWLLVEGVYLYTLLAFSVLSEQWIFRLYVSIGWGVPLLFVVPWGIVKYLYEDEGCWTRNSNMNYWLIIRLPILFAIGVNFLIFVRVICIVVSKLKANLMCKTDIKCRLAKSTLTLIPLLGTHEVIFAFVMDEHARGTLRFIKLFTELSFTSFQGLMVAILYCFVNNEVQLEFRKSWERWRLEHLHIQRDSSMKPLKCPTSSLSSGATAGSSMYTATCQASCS
HT1080 IDH1KD tx – qHTS for induction of synthetic lethality in tumor cells producing 2HG: qHTS for the HT-1080-IDH1KD cell line | Potency, µM (titrated, usually from 46.1 µM), for inactives: at the highest dose activity, negative = toxicity, most hits filed as cytotoxic | 360,000 compounds, 2% hits | HT-1080 IDH1 knockdown viability, ATP luminescence, 48 h | AID 686971, 2013;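 also: potency is read from the fitted curve at half-maximal effect; 0% = DMSO wells and -100% = cell-free medium wells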
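HT-1080-IDH1KD cells (IDH1 knocked down), 750/well in RPMI with 5% FBS, treated with compound 48 h at 37 degrees C. Viability by CellTiter-Glo luminescence, normalised to DMSO and no-cell wells; concentration-response curves classed.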
D3 antag – qHTS of D3 Dopamine Receptor Antagonist: qHTS. 360,000 compounds, 2.5% hits. max response, negative = inhibition, %. D3R cells, DiscoveRx beta-arrestin luminescence, antagonist mode; active compounds read low. AID 652054, 2013. D(3) dopamine receptor (Homo sapiens), P35462; in the data active = max response below about -50%; inconclusive = no clear call, values can overlap the other calls; also: % is scaled to controls: 0 for no effect and ±100 for the full control effect; mostly tested at two doses, the higher about 12 µM
Target sequence (P35462 whole entry, looked up): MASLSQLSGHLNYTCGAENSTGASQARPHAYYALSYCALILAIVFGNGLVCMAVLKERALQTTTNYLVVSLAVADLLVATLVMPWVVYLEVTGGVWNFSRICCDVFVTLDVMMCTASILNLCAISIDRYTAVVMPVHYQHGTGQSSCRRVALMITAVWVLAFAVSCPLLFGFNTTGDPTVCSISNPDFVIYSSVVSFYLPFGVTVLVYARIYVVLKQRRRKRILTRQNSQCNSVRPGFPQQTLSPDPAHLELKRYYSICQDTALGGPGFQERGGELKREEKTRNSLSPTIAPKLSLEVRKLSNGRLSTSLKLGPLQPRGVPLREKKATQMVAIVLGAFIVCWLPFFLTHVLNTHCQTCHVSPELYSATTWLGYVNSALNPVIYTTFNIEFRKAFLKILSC
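Cells plated overnight at 1500 cells/well, then exposed to library compounds with dopamine controls for 90 minutes at 37 degrees C. DiscoveRx reagent added for 30–60 minutes at room temperature; luminescence read, quantitative HTS format.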
KB-V1 MDR tox – qHTS assay for MDR1-selective chemotherapeutics: Primary screen using the drug-selected MDR subline cells KB-V1; KB-V1 MDR cells viability, CellTiter-Glo, 72 h; Potency, µM (series often up to 46.1 µM), for the others: at the highest dose activity change, negative = cytotoxicity, actives largely listed as cytotoxic; 400,000 compounds, 3.4% hits; also: potency is read from the fitted curve at half-maximal effect; % is scaled to controls: 0 for no effect and ±100 for the full control effect; nearly all actives have a fitted effect of over 60% in size
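KB-V1, DMEM (no phenol red) + 10% FBS; cpd pin-transferred, titration series; 72 h, 37 degrees C; CellTiter-Glo, luminescence. Data normalized, curve-fit.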
D3 ag – qHTS of D3 Dopamine Receptor Agonist: qHTS | D(3) dopamine receptor (Homo sapiens), P35462 | D3R DiscoveRx beta-arrestin cells, luminescence, 90 min | max activation, % | 410,000 compounds, 0.58% hits | AID 652048, 2013; in the data active = max activation above about 30%; also: 0% is about no effect; mostly tested at two doses, the higher about 12 µM
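Agonist-mode cell screen: cells plated at 1500/well and incubated overnight at 37 °C, then exposed to library compounds for 90 min at 37 °C. Detection reagent was added for 30–60 min at room temperature, and luminescence was read.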
HT1080NT lethal – qHTS for induction of synthetic lethality in tumor cells producing 2HG: qHTS for the HT-1080-NT fibrosarcoma cell line; 360,000 compounds, 1.6% hits; HT-1080-NT fibrosarcoma viability, CellTiter-Glo ATP luminescence, 48 h; AID 686970, 2013; Potency, µM (titrated, usually from 46.1 µM), inactives show top-dose activity, negative = less viability, hits mostly cytotoxic;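 also: NT is the 2HG producing partner of a matched IDH1 knockdown line; potency is read from the fitted curve at half-maximal effect; 0% = DMSO-treated cells and -100% = media-only wells without cells; nearly all actives have a fitted effect of over 55% in size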
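A 48-hour cytotoxicity screen used HT-1080-NT cells plated 2 hours before compound delivery. ATP-based CellTiter-Glo luminescence measured viability, normalized to DMSO and no-cell controls.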
KB-3-1 cytotox – qHTS assay for MDR1-selective chemotherapeutics: Primary screen using the parental adenocarcinoma cell KB-3-1; Potency, µM (titrated, usually from 46.1 µM), without a hit: top-dose activity change, negative = cytotoxic, most hits filed as cytotoxic; KB-3-1 viability, CellTiter-Glo ATP luminescence, 72 h; AID 1347075, 2019; 400,000 compounds, 1.4% hits; also: potency is read from the fitted curve at half-maximal effect; % is scaled to controls: 0 for no effect and ±100 for the full control effect; nearly all actives have a fitted effect of over 60% in size
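Cells are dispensed, compounds pinned in, plates held at 37 °C for 72 h, then CellTiter-Glo is added and luminescence read after 10 minutes. Cell line: parental KB-3-1 in phenol-red-free DMEM, 10% FBS.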
The depositor's hits bear a star; ? = inconclusive; . = not tested or not shown; [ ] = dose if it differs, or a comment. Unless noted, calls follow the shape of the dose curve; as a rule, active = well fitted curve in the direction sought with a large enough effect; inconclusive = small, poorly fitted or top-dose-only effect, or another doubt; inactive = no such curve, though single readings can be large; an effect the other way counts as inactive or inconclusive.

SMILES | IL1B secr inh | SW480 rerep | GLP1R ag | HT1080 IDH1KD tx | D3 antag | KB-V1 MDR tox | D3 ag | HT1080NT lethal | KB-3-1 cytotox
CC(=O)NCCOc1ccc(C(=O)O)cc1 | -1 | -5% | -25% | 7% | -55* | -1% | 9 | 9% | 15%
COc1cc(Cn2c3ccc(NC(=O)CC(C)c4ccccc4)cc3c(=O)n2C)ccc1F (stereo not given) | -18 | . | -6% | ? | 0 | -18% | -5 | ? | 16µM*
Cc1cc(C)n2c(SCC(O)=C(C#N)c3nc4ccccc4[nH]3)nnc2n1 | 14 | -28% | 9% | 4% | -1 | 0% | -5 | 4% | 21%
CN(Cc1ccc(Cl)cc1)C(=O)CNC(=O)C12CC3CC(CC(C3)C1)C2 | -7 | 19% | 4% | -20% | -23 | . | -22 | 7% | .
CCCCC(c1nnnn1CS(=O)(=O)c1ccc(C)cc1)N1CCC(C(N)=O)CC1 (stereo not given) | -2 | 1% | 3% | -7% | -26 | -22% | -13 | 9% | -2%
O=C(N/N=C/c1c(O)n(Cc2ccco2)c(=O)[nH]c1=O)c1ccccc1 | 5 | -21% | 1% | 7% | -11 | 6% | 4 | -1% | -1%
CCC1CCCCN1C(=O)c1ccc2nc(Cc3ccc(OC)cc3)oc2c1 (stereo not given) | -5 | 11% | -1% | 4% | 8 | -12% | 0 | 0% | 7%
COCCCNC(=O)c1c(F)c(F)c(F)c(F)c1F | 12 | -1% | -8% | 9% | 0 | 11% | 8 | 16% | 21%
CCOC(=O)c1c(NC(=O)/C=C\C(=O)O)sc(C)c1-c1ccccc1 | -99* | ? | 14% | ? | -17 | 2% | -5 | ? | -7%
O=C(Nc1ccc(Cl)cc1)Nc1ccccc1NS(=O)(=O)c1cccs1 | 38 | -2% | 0% | ? | -7 | 3% | -6 | ? | -5%
CCCCN(C(=O)c1cc(=O)[nH]c2ccccc12)c1c(N)n(CCC)c(=O)[nH]c1=O | 13 | 31% | 3% | 3% | 10 | ? | 7 | 2% | 14%
CCOc1ccc(C(=O)CCC(=O)N2CCN(c3ccccc3O)CC2)cc1 | 15 | -3% | -17% | -2% | 30 | -25% | 8 | -1% | -4%
Cc1cccc(NS(=O)(=O)c2ccc(NC(=O)CN(c3cc([N+](=O)[O-])ccc3C)S(C)(=O)=O)cc2)c1 | ? | 18µM* | -29% | ? | -24 | -22% | -20 | ? | -16%
Cc1cc(F)ccc1S(=O)(=O)Nc1ccc(O)c(Sc2ncn[nH]2)c1 | 3 | -4% | 4% | 2% | 11 | -9% | 17 | -7% | -10%
O=S(=O)(c1ccccc1)N1N=C(c2cccs2)CC1c1ccc(F)cc1 (stereo not given) | -3 | ? | 1% | 4% | 0 | -11% | 2 | 16% | ?
CC(Sc1n[nH]c(-c2ccccc2)n1)C(=O)c1c(N)n(C)c(=O)n(C)c1=O (stereo not given) | 6 | -2% | 9% | 10% | 3 | 6% | 2 | 11% | -2%
COc1ccc(O)c(/C=C(\C#N)C(=O)Nc2cccnc2)c1 | -7 | 5% | 2% | ? | 18 | -14% | 1 | 10% | 3%
c1ccc(N(c2ccccc2)c2nc(-n3ccnc3)nc(-n3ccnc3)n2)cc1 | -4 | 14% | -1% | ? | -9 | ? | -6 | -16% | -28%
COc1ccc(NC(=O)Cn2cnc3sc(C)c(S(=O)(=O)N4CCOCC4)c3c2=O)cc1Cl | -9 | -23% | 10% | 0% | -10 | -13% | 11 | 0% | 1%
CCCCN(CC)CCCNC(=O)CC1Oc2ccccc2NC1=O (stereo not given) | 15 | -2% | -22% | 0% | -21 | 3% | 1 | 3% | 1%
N#Cc1c2c(c(NCCCN3CCOCC3)n3c1nc1ccccc13)CCC2 | ? | ? | 3% | 1% | -16 | -14% | -6 | -9% | ?
COc1ccc(OC)c(CNC(=O)CCc2c(C)nc3c(c2C)c(=O)n(C)c(=O)n3C)c1 | . | . | -2% | . | . | -9% | 7 | . | 8%
Cc1ccc(S(=O)(=O)NCC(=O)N2CCOCC2)cc1 | 3 | 1% | 5% | 0% | -17 | 9% | -2 | 4% | -18%
COc1ccc(NS(=O)(=O)c2cccc(C(=O)NCC3(N(C)C)CCCCC3)c2)cc1 | -13 | 3% | -10% | 12% | -23 | 2% | -3 | 0% | 0%
CCCCCCCCn1cc(C(C)=O)c(=O)[nH]c1=O | 0 | -19% | 3% | 0% | 20 | -7% | -3 | -3% | -3%
O=C(Nc1ccc2c(c1)OCCO2)C1c2ccccc2OCC(=O)N1Cc1ccccn1 (stereo not given) | 18 | . | 7% | 10% | 33 | 0% | 6 | 15% | 11%
Fc1cccc(NC(=S)Nc2cccnc2)c1 | 14 | -38%[inhibitor] | 1% | -1% | -1 | -9% | -4 | 7% | -4%
CC(C)OCCCNC(=O)CNC(=O)c1ccc(Cl)c(Cl)c1 | -3 | 7% | 1% | 20% | -12 | -6% | -5 | 12% | -17%
O=C(c1cccc(S(=O)(=O)N2CCCCCC2)c1)N1CCN(Cc2ccccc2)CC1 | -15 | -17% | -2% | -6% | -26 | -12% | -14 | -3% | -5%
COc1ccc(NC(=O)COC(=O)Cc2cccs2)cc1OC | 3 | -20% | 10% | 2% | 11 | 36% | 13 | 6% | 0%
CC1=CC(C)(C)N(C(=O)Nc2ccccc2)c2ccccc21 | 8 | -2% | -1% | 9% | 15 | 15% | 19 | 11% | -10%
Oc1ccc2ccccc2c1CNc1cnc2ccccc2c1 | -4 | -2% | -1% | 4% | 10 | 2% | 7 | 5% | 0%
Cc1ccc(NC(=O)C(C)c2ccc([N+](=O)[O-])cc2)cc1Cl (stereo not given) | -104* | -1% | 1% | ? | 9 | ? | -1 | ? | -3%
N/C(=N\OC(=O)c1ccco1)c1ccc(Cl)cc1 | 15 | -6% | 15% | 23% | 4 | 6% | 7 | 25% | 7%
Cc1cc(NC(=O)CS(=O)(=O)c2cn(Cc3ccc(F)cc3)c3ccccc23)no1 | -1 | -7% | 10% | -3% | 20 | 17% | 0 | 1% | ?
COCCCNC(=O)c1c[nH]c2ccc(S(=O)(=O)N(C)c3ccccc3C)cc2c1=O | 21 | 7% | 0% | 10% | 10 | -5% | 5 | 3% | -8%
O=C1/C(=C\c2ccco2)NC(=S)N1c1ccccc1 | -22 | ? | 5% | -6% | -20 | -11% | -11 | -11% | -9%
O=C1CC(c2ccc(S(=O)(=O)NCc3ccncc3)cc2)CN1 (stereo not given) | 31 | -1% | -6% | 4% | 3 | 6% | 2 | -2% | 0%
Cn1c(N)c(C(=O)COC(=O)COc2ccc(Cl)cc2)c(=O)n(C)c1=O | 3 | -5% | -4% | 9% | 8 | ? | 1 | 1% | -6%
COc1ccc(CN2CCCC(CO)(Cc3cccc(Cl)c3)C2)cc1OC (stereo not given) | -9 | -7% | 20% | -17% | 14 | -3% | -12 | -29% | -1%
CC1CN(C(=O)c2cccc(S(=O)(=O)N3CCOCC3)c2)CC(C)O1 (stereo not given) | 17 | -14% | -2% | ? | 5 | -9% | 2 | 3% | 5%
Cc1nc2c(c(C)c1C#N)C(=O)c1ccccc1-2 | 24 | -2% | 6% | -15% | 2 | 7% | 7 | -3% | -3%
O=C(CCN1CCCO1)N1CCCC(N2CCN(c3ccccc3F)CC2)C1 (stereo not given) | 0 | 18% | -1% | 12% | -20 | 22% | 2 | 10% | 17%
Cc1ccc(C)c(CN2CCCNC2=O)c1 | 3 | -4% | 4% | 5% | 8 | -13% | -7 | 2% | 3%
O=C(CN1C(=O)NC2(CCCCCC2)C1=O)c1ccc(Cl)cc1 | 0 | 150% | -3% | -2% | -3 | -15% | -8 | -9% | 10%

Compound profiles (already shown).
Cc1ccc(C)c(CN2CCCNC2=O)c1 is entered as IL1B secr inh = 3; SW480 rerep = -4%; GLP1R ag = 4%; HT1080 IDH1KD tx = 5%; D3 antag = 8; KB-V1 MDR tox = -13%; D3 ag = -7; HT1080NT lethal = 2%; KB-3-1 cytotox = 3%
O=C1/C(=C\c2ccco2)NC(=S)N1c1ccccc1 is entered as IL1B secr inh = -22; SW480 rerep = ?; GLP1R ag = 5%; HT1080 IDH1KD tx = -6%; D3 antag = -20; KB-V1 MDR tox = -11%; D3 ag = -11; HT1080NT lethal = -11%; KB-3-1 cytotox = -9%

The results go on.
SMILES | IL1B secr inh | SW480 rerep | GLP1R ag | HT1080 IDH1KD tx | D3 antag | KB-V1 MDR tox | D3 ag | HT1080NT lethal | KB-3-1 cytotox
Cn1nccc1NC(=O)Nc1cccc(Cl)c1Cl | -11 | -129%[inhibitor] | -5% | -5% | -3 | -15% | 5 | 3% | ?
CN(CCOc1ccc(Cl)cc1)C(=O)c1cc([N+](=O)[O-])ccc1N1CCOCC1 | -5 | 1% | 8% | 3% | -2 | ? | 3 | -2% | -5%
NC(CC(=O)O)c1ccc(F)cc1 (stereo not given) | 14 | -4% | -6% | 21% | 9 | ? | -1 | 24% | 16%
C/C=C/C=C\C(=O)Nc1cccc(C2=NOC3(C2)C[C@@H](C(N)=O)N(C(=O)c2cc([N+](=O)[O-])cc([N+](=O)[O-])c2)C3)c1 (stereo not given in full) | -12 | -1% | -3% | -1% | 6 | -6% | -6 | -5% | -8%
